Bioassay records from PubChem BioAssay.
GPR151 ag – activators of human GPR151, primary screen, cell-based, PathHunter beta-arrestin, luminescence. PathHunter beta-arrestin GPR151 cells. G-protein coupled receptor 151 (Homo sapiens), Q8TDV0. 650,000 compounds, 1% hits. activation, % at 11.2 µM. AID 1508602, 2020; in the data active = activation above about 4.9%;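 note: 0% = median of compound wells and 100% = cells with positive control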
MITF primary – MITF inhibitors, primary screen, biochemical, AlphaScreen, human; AlphaScreen MITF homodimerization, bead proximity signal; inhibition, % at 2.6 µM; 650,000 compounds, 0.91% hits; AID 1259374, 2018; in the data active = inhibition above about 50%;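 note: 0% = vehicle wells with protein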
Target sequence (O75030 whole entry, looked up): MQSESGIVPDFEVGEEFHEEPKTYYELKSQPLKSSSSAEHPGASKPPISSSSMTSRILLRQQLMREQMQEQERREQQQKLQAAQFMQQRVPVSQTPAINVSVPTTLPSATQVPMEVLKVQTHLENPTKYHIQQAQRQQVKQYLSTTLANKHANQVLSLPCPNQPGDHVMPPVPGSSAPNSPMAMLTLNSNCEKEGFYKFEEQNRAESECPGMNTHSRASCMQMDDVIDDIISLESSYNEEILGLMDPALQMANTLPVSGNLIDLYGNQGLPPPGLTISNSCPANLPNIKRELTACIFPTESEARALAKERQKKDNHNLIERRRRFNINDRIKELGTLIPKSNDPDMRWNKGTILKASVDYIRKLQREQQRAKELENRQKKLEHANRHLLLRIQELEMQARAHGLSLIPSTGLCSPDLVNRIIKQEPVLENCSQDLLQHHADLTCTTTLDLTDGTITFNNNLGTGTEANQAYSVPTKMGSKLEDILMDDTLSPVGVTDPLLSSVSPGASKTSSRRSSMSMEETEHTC
FBW7 act – FBW7 E3 ligase activators, primary screen, biochemical, AlphaScreen, human; AID 1259310, 2017; F-box/WD repeat-containing protein 7 (Homo sapiens), Q969H0; normalized activity (activation), % at 26.1 µM; 650,000 compounds, 0.13% hits; AlphaScreen FBW7–phospho-cyclin E peptide binding, activator screen; in the data active = normalized activity above about 1.9%;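 note: purified mutant Fbw7 with reduced substrate affinity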
TEAD-YAP inh – TEAD-YAP interaction inhibition, primary screen, TEAD-YAP interaction inhibitor project, luminescence, HEK-TIYL cells. TEAD-Gal4/YAP UAS-luciferase luminescence. inhibition, % at 9.12 µM. 640,000 compounds, 1.4% hits. AID 1259422, 2018; in the data active = inhibition above about 32%;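 note: 0% = median of test compound wells and 100% = reference inhibitor wells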
Starred values were filed as active, the others as inactive.

SMILES | GPR151 ag | MITF primary | FBW7 act | TEAD-YAP inh
O=S(=O)(c1ccc(Cl)cc1)N1CCSC1c1cccc(Cl)c1 (stereo not drawn) | -0.8 | 14 | 1.1 | -5
CCn1cnc2cc(NCc3nc4ccccc4n3C)ccc21 | -6.3 | 21 | 0.0 | -19
Cc1onc(-c2ccccc2Cl)c1C(=O)Nc1ccc(OCC(=O)N2CCOCC2)cc1 | 2.1 | 13 | 0.2 | -1
O=C(CN1CCOCC1)N/N=C/c1cn(Cc2ccccc2Cl)c2ccccc12 | -0.5 | 11 | 0.3 | 16
COCCCNS(=O)(=O)c1cc2c(cc1Cl)NC(=O)CO2 | 2.2 | -5 | -0.1 | 8
O=C(NCc1ccco1)c1csc(-n2cccc2)n1 | -0.9 | 2 | -0.1 | 8
Cc1ccc(/C=N/NC(=O)C(C)O)cc1 (stereo not drawn) | -0.6 | 0 | 0.4 | -16
O=C(NC1CCCCC1)c1ccc2c(=O)n(C3CCCCC3)c(SCc3cccc(Cl)c3)nc2c1 | -1.2 | -1 | -0.1 | 3
C=CCOc1c(I)cc(C=O)cc1OCC | -0.2 | 0 | 0.1 | 4
CC(C)n1c(-c2ccc(N3CCN(C)CC3)cc2)nc2c(NCCO)ncnc21 | 0.2 | 1 | -0.1 | 20
COc1ccc(C(=O)OCc2ccc([N+](=O)[O-])cc2)cc1 | 2.3 | -5 | -0.1 | 5
O=C1/C(=C/c2ccc(-c3ccc(Cl)c(Cl)c3)o2)C=C(c2ccccc2)N1c1cccc(I)c1 | 0.9 | -2 | 0.0 | 9
Cn1c(=O)c2c(nc3n(Cc4ccccn4)c(-c4ccc(F)cc4)cn23)n(C)c1=O | -0.2 | 0 | -0.1 | 0
Cc1ccc(-n2c(SCC(=O)C(C)(C)C)nc3c(sc(=S)n3-c3ccc(C)c(C)c3)c2=O)cc1 | 0.0 | -11 | 0.0 | -14
CCC(O)(CC)C12CC3CC(CC(C3)C1)C2 | 1.5 | 10 | 0.1 | 11
CC1CN(CC(=O)NCCc2ccncc2)Cc2ccccc2O1 (stereo not drawn) | 1.7 | 0 | 0.2 | -8
C=CCNC(=O)/C(=C/c1ccco1)NC(=O)c1ccc(Br)o1 | 1.1 | -5 | 0.0 | 6
O=C(CNS(=O)(=O)c1ccc([N+](=O)[O-])cc1)N/N=C\c1ccc(Cl)cc1 | 0.9 | 4 | -0.2 | -23
COC(=O)c1ccc2c(=O)n(CCc3ccc(S(N)(=O)=O)cc3)c(SCC(=O)Nc3cc(C)on3)nc2c1 | 0.2 | -6 | 0.0 | 4
CCC(COC)NC(=O)CCc1nnc(CCc2ccc(OC)cc2)o1 (stereo not drawn) | -2.0 | 13 | 0.5 | -9
CC(=O)C1=NN(c2ccccc2)C(c2ccccc2OCc2ccc(Cl)cc2)N1C(C)(C)C (stereo not drawn) | -0.9 | -9 | 0.1 | -1
COc1ccc(CNC(=O)CN(C)S(=O)(=O)c2ccc(Br)s2)cc1 | 1.1 | 3 | 0.0 | 6
COC(=O)CP(=O)(c1ccccc1)c1ccccc1 | -0.4 | -2 | 0.2 | 8
CC(C)CCOc1cccc(C(=O)Nc2cccc3ccccc23)c1 | 1.9 | -11 | 0.0 | -6
Cc1ccccc1CN1CC(c2noc(-c3ccccn3)n2)CC1=O (stereo not drawn) | -0.2 | 1 | -0.1 | 8
O=[N+]([O-])c1ccccc1S(=O)(=O)NCc1cccnc1 | 0.7 | -12 | 0.2 | -6
COc1ccc(Nc2nnc(SCC(=O)Nc3ccc(C(N)=O)cc3)s2)cc1 | -0.1 | 0 | 0.0 | -4
CCOCCCNC(=O)c1ccc(-n2c(=S)[nH]c3ccccc3c2=O)cc1 | -0.9 | 8 | 0.0 | 2
CCc1ccc(C(=O)N2CCN3C(=O)[C@@H](C(C)C)NC(=O)[C@H]3C2)cc1 | -1.0 | 19 | 0.1 | 3
CCCCN(C(=O)c1n[nH]c(=O)c2ccccc12)c1c(N)n(CC(C)C)c(=O)[nH]c1=O | 0.9 | -5 | 0.1 | 2
COc1ccc(-c2noc(COc3ccc(Br)c(C)c3)n2)cc1OC | 1.1 | -3 | -0.2 | -3
N#Cc1c(-c2ccccc2)nc(SCC(=O)Nc2cccc3ccccc23)[nH]c1=O | -0.6 | 9 | -0.1 | 5
Cc1sc2ncn(CC(=O)N3CC(C)CC(C)C3)c(=O)c2c1S(=O)(=O)N1CCOCC1 (stereo not drawn) | -0.1 | 0 | 0.2 | -7
O=C(NCCSc1ccc(Cl)cc1)c1ccc([N+](=O)[O-])cc1 | -1.8 | 0 | -0.1 | 3
O=C(CSc1ccccc1)NC1CCCC1 | 0.5 | -8 | -0.1 | -29
NC(=O)c1cc(S(=O)(=O)NC2CCCC2)cs1 | 1.2 | -3 | -0.1 | 7
CC(C)CN(C(=O)COC(=O)c1cccc(Br)c1)C1CCS(=O)(=O)C1 (stereo not drawn) | -0.9 | -7 | 0.1 | -1
Cc1ccc(N2CC(c3nc4ccccc4n3C)CC2=O)cc1Cl (stereo not drawn) | 1.7 | 21 | 0.1 | 11
CCOC(=O)Oc1c(OC)cc(C(=O)O[C@@H]2C[C@@H]3CN4CCc5c([nH]c6cc(OC)ccc56)[C@H]4C[C@@H]3[C@H](C(=O)OC)[C@H]2OC)cc1OC | -2.0 | 10 | 0.0 | -10
CCOc1ccc(CN2CCC(C(=O)NC(C)(C)C)CC2)cc1 | 1.0 | 19 | 0.5 | 1
CCOc1ccc(/C=N/N2C(=O)c3ccccc3C2=O)cc1 | -0.8 | -13 | -0.1 | 3
O=C(Nc1ccc2oc(=O)ccc2c1)c1cccnc1 | -0.2 | 12 | -0.1 | 12
COc1cc(NC(=O)c2cccc(-n3cc(NC(=O)Nc4c(Cl)ccc5nsnc45)cn3)c2)cc(OC)c1OC | -1.0 | -1 | -0.1 | -15
CCOc1ccc(-c2ccc(OCCNS(=O)(=O)c3cccc(C)c3)nn2)cc1 | 0.5 | -25 | 0.0 | 6
NC(=O)c1ccc(NC(=O)CSc2nncn2-c2ccccc2)cc1 | 1.0 | 12 | 0.1 | 4
CCc1cc(C(=O)O)c(NC(=O)c2ccc(Br)cc2)s1 | 0.4 | 9 | 0.0 | -17
O=C(Nc1cccc(N2CCC(NCc3ccccc3C(F)(F)F)CC2)c1)C1CC1 | 0.4 | 2 | -0.1 | -10
CCC(C)NC(=O)CCS(=O)(=O)c1ccc2c(c1)OCC(=O)N2 (stereo not drawn) | 0.0 | 0 | 0.0 | -6
Cc1ccc(OCC(=O)Nc2nnc(S(=O)(=O)N3c4ccccc4CC3C)s2)cc1 (stereo not drawn) | 0.1 | 11 | 0.0 | -1
COc1cc(OC)cc(C(=O)O/N=C(\N)c2ccc(I)cc2)c1 | 4.6 | -1 | -0.1 | -5
Additional entries.
SMILES | GPR151 ag | MITF primary | FBW7 act | TEAD-YAP inh
COc1cc(Nc2ccnc(-c3ccc(C(N)=O)cc3)n2)cc(OC)c1OC | -2.0 | 14 | 0.0 | 51*
CC(C)N1CCC(N2CCN(Cc3ccc4nsnc4c3)CC2CCO)CC1 (stereo not drawn) | 0.8 | 9 | -0.1 | -4
COCCNC(=O)c1ccccc1NC(=O)COc1ccccc1 | 0.3 | 3 | 0.0 | 7
COc1cc(C2C(C#N)=C(N)Oc3n[nH]c(-c4ccccc4)c32)cc(OC)c1OC(C)=O (stereo not drawn) | -0.1 | 8 | -0.1 | -7
CN(c1ccc(F)cc1)S(=O)(=O)c1ccc2[nH]cc(C(=O)NCCCN3CCOCC3)c(=O)c2c1 | 1.8 | -5 | -0.2 | -7
CC(C)C1N=C(c2ccccc2)CC(c2ccccc2O)N1 (stereo not drawn) | -0.6 | 13 | 0.1 | -24
CCN(CC)/C(C)=N/C(=S)Nc1ccccc1 | -0.6 | 16 | 0.4 | -2
O=C1NCC(O)=C1C=Nc1ccccc1 | 5.2* | -2 | -0.3 | 3
Cc1ccccc1OCC(=O)Nc1ccc(Oc2ccc3c(c2)C(=O)NC3=O)cc1 | 1.4 | 11 | 0.1 | 52*
COc1ccc(C2CC(C(F)(F)F)n3nc(C(=O)Nc4ccccc4C(F)(F)F)cc3N2)cc1OC (stereo not drawn) | 1.5 | 14 | 0.2 | 2
COc1ccc(-c2nc3ccc(C(=O)NCCN4CCOCC4)cc3nc2-c2ccc(OC)cc2)cc1 | -1.2 | -4 | 0.0 | -7
COc1ccc(C2/C(=C(\O)c3ccccc3)C(=O)C(=O)N2c2nc3ccc(Br)cc3s2)cc1OC (stereo not drawn) | 0.1 | 3 | -0.1 | 3
Nc1cccc(-c2nc3cc(S(=O)(=O)c4ccc5oc(-c6cccc(N)c6)nc5c4)ccc3o2)c1 | 1.9 | 9 | 0.3 | 6
Cc1ccc(/C=C2N=C(/C=C/c3ccc(C)cc3)OC\2=O)cc1 | -0.8 | 8 | 0.8 | 0
Cc1nc(CC(=O)NNC2CC(=O)N(c3ccc(Br)cc3)C2=O)cs1 (stereo not drawn) | 0.0 | 13 | 0.1 | -1
CSc1ccc(/C=C2\SC(=S)N(C)C2=O)cc1 | 1.0 | 0 | 0.2 | 0
COc1cc2ccccc2cc1C(=O)Nc1nc2c(s1)CCCC2 | -1.4 | -9 | 0.4 | -70
CC1CCCCC1NC(=O)NC(=O)CCl (stereo not drawn) | 1.0 | 2 | 0.0 | 10
O=C1/C(=C\c2ccco2)SC(=S)N1Cc1ccco1 | 0.2 | 38 | -1.0 | 16
NC(=O)c1ccc(N=c2oc3ccccc3cc2-c2nc3ccccc3[nH]2)cc1 | -9.7 | 13 | 0.3 | 8
COC(=O)c1ccc(COn2c(=O)c(-c3cccc(Cl)c3)[n+]([O-])c3ccccc32)cc1 | -1.4 | 17 | 0.1 | 7
CCOC(=O)c1sc(=NC(=O)c2ccc([N+](=O)[O-])o2)n(C)c1C | 2.0 | 2 | 0.0 | 0
O=C(O)CC(=O)Nc1ccc(C(=O)O)cc1 | 3.8 | -5 | 0.1 | -5
Cc1ccc(C(=O)Nc2nc(-c3ccc(Br)cc3)cs2)o1 | 0.1 | 7 | 0.9 | -2
CCCOC(=O)c1cccc(NC(=O)COc2c(C)cccc2C)c1 | 1.4 | -10 | 0.4 | -35
CCOc1ccccc1C1C(C(=O)OCC(C)C)=C(C)NC2=C1C(=O)CC(c1ccc(Cl)cc1)C2 (stereo not drawn) | -0.5 | 3 | 0.9 | 6
N/C(=N\N=C/c1ccc(-c2ccc(Cl)cc2Cl)o1)c1nonc1N | -0.5 | -3 | 0.0 | -31
O=C(CNS(=O)(=O)c1ccccc1)Nc1c(-c2ccccc2)c2cc(Br)ccc2[nH]c1=O | 0.6 | 5 | 0.0 | 9
